Mtb RmlCD inh: M. tuberculosis RmlC/RmlD inhibition; P9WH09+P9WH11; RmlC+RmlD coupled enzyme assay, percent inhibition; primary screen in compound mixtures; inhibition, % at 3.6 µM; 0.03% of 160,000 active; in the data active = inhibition mostly above about 34%, no sharp cut-off; note: some results filed as inactive read as strong as hits
Target sequence (P9WH09 whole entry, looked up): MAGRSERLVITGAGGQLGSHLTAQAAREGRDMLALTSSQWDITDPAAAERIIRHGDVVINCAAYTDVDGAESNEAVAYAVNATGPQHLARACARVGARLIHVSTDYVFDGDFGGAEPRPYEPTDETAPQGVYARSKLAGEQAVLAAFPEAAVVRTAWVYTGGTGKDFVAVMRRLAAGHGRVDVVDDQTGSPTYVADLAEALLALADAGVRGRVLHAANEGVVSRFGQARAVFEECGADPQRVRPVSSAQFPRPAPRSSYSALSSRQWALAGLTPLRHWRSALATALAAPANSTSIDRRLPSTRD
Target sequence (P9WH11 whole entry, looked up): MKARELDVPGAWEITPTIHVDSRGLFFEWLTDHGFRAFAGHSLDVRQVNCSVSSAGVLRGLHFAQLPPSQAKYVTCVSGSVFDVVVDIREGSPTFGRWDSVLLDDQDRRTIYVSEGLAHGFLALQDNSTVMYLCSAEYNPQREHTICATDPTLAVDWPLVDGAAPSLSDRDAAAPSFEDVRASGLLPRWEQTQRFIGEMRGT
GlmU inhibition: inhibition of mycobacterial GlmU enzyme – biochemical, glucosamine-1-phosphate acetyltransferase (AID 1376). M. tuberculosis GlmU acetyltransferase enzyme assay; higher % means a stronger effect. inhibition, %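 (tested at 30 µM in the primary screen)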, or IC50 in µM where a hit was titrated. 0.25% of 220,000 active; in the data active = inhibition above about 13%;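 note: 0% = complete reaction with vehicle and 100% = reaction without substrate; strong numbers were not always called active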
An asterisk follows results filed as active; . = no result given. An excerpt; the hit share may differ from the screen's.

Preview:
Molecule,Mtb RmlCD inh,GlmU inhibition
N/C(=N\OC(=O)c1cccc(Cl)c1)c1ccncc1,-4,-2.9%
Cc1ccc(S(=O)(=O)Nc2ccc(S(=O)(=O)Nc3cc(C)nc(C)n3)cc2)cc1,-14,8.3%
O=C1C(Cl)=C(NCC2CCCO2)C(=O)N1CCc1ccccc1 (stereo unspecified),-5,8.2%

The listing (from the top)
Molecule,Mtb RmlCD inh,GlmU inhibition
N/C(=N\OC(=O)c1cccc(Cl)c1)c1ccncc1,-4,-2.9%
Cc1ccc(S(=O)(=O)Nc2ccc(S(=O)(=O)Nc3cc(C)nc(C)n3)cc2)cc1,-14,8.3%
O=C1C(Cl)=C(NCC2CCCO2)C(=O)N1CCc1ccccc1 (stereo unspecified),-5,8.2%
N/C(=N\OC(=O)CC(c1ccccc1)c1ccccc1)c1cccnc1,18,2.2%
O=C(COc1ccccc1)c1cn(Cc2ccccc2)c2ccccc12,-9,-5.8%
COc1ccc(OC)c(/C(O)=C/C(=O)C(=O)Nc2cc(C)ccc2OC)c1,2,-2.7%
CCOC(=O)c1sc(NC(=O)C(OC(C)=O)c2ccccc2)nc1C (stereo unspecified),-13,1.9%
COc1ccc(/C=N/NC(=O)c2cc(C(C)(C)C)[nH]n2)cc1COc1ccc(F)cc1F,.,1.7%
c1cncc(Nc2nc(-c3ccncc3)cs2)c1,-9,5.5%
O=C(O)c1cccc(N/N=C/c2ccc(-c3ccccc3)cc2)c1,11,-0.7%
O=C1c2ccccc2C2(c3ccccc3)NCCN12 (stereo unspecified),22,1.0%
Cc1cccc(CN(C)CCc2ccccn2)c1,.,5.1%
CCn1c(SCC(=O)NNC(=S)Nc2ccc(C)cc2)nnc1-c1ccc(Cl)cc1,-8,4.1%
CS(=O)(=O)N1CCC(C(=O)Nc2ccccc2F)CC1,0,2.6%
CC(=O)NC(Cc1cccc(C)c1)C(=O)NC1CCN(c2ncccc2[N+](=O)[O-])CC1 (stereo unspecified),-3,2.0%
CC(C)(C)[C@H]1C=C(C(=O)NCc2ccccc2)O[C@@H](OCCCCO)C1,.,-7.5%
Cc1ccc(C)c(NC(=S)NC2CC3CCC(C2)N3Cc2ccco2)c1 (stereo unspecified),.,-5.3%
CCN(CC)c1ccc(NC(=O)COC(=O)c2ccc3ccccc3n2)cc1,.,-4.2%
O=C(O)CCC(=O)Nc1ccc(N=Nc2ccccc2)cc1,0,-1.1%
CC(=O)N1N=C(c2c(-c3ccccc3)c3cc(C)ccc3[nH]c2=O)CC1c1ccco1 (stereo unspecified),10,-3.0%
Cc1cccc(OCCN2C(=O)c3ccccc3C2=O)c1,.,-3.9%
O=C(c1ccc2nc(N3CCOCC3)sc2c1)N1CCN(C(=O)c2ccco2)CC1,5,2.8%
Cc1cccc(CSc2nnc3c(n2)[nH]c2ccccc23)c1,-8,2.1%
Cc1cccc(Cn2nc(C)cc2NC(=O)Cn2cc([N+](=O)[O-])cn2)c1,7,-0.8%
O=C(O)C1CC(=O)N(Cc2cccs2)C1 (stereo unspecified),1,5.1%
O=C(NCc1ccccn1)c1ccc2nc(-c3ccco3)c(-c3ccco3)nc2c1,.,7.2%
COc1ccc(S(=O)(=O)NNC(=O)C(=O)NNc2ccccn2)cc1,7,2.4%
CCOCC(=O)Nc1nnc(COC)s1,.,0.1%
Cc1ccc(S(=O)(=O)NNC(=S)Nc2ccc(Cl)cc2)cc1,.,-2.6%
S=C(NCc1cccs1)Nc1cccc(Cl)c1,-8,3.6%
C/C(=N\N1CCN(c2ccc(Cl)cc2)CC1)c1cccc([N+](=O)[O-])c1,1,-2.8%
O=C(c1cnc(Cl)c(Cl)c1)N1CCC(Cc2ccccc2)CC1,11,-8.0%
Cc1nn(Cc2ccc(Cl)cc2)c(C)c1NC(=O)c1cc(-c2ccc3c(c2)OCO3)on1,.,-0.9%
O=P(C(Cl)Cl)(N1CCCCC1)N1CCCCC1,-8,-2.9%
CCN1CCN(Cc2ccc(OCc3ccccc3)cc2)CC1,4,-2.4%
Cc1ccc(-c2c3c(=O)n(C)c(=O)n(C)c3cn2-n2cnnc2)cc1,.,-1.0%
CC(=O)OCC(=O)NCCCOc1cccc(CN2CCCCC2)c1,.,4.7%
CCN1CCN(CC(O)COc2ccc(C)c(C)c2)CC1 (stereo unspecified),6,0.4%
COC(=O)c1ccccc1NC(=O)c1ccc(-c2cccc(Cl)c2)o1,-10,-2.9%
CCOC(=O)C1CCN(C(C(=O)NC2CCCC2)c2ccc(C)cc2)CC1 (stereo unspecified),-11,3.5%
CCOC(=O)c1cnn(-c2nc(-c3ccc(C)cc3)cs2)c1C(F)(F)F,.,-5.0%
Cc1ccc(C(=O)NC2CCSC2=O)cc1 (stereo unspecified),.,-2.3%
CC1(c2nnc(-c3cccc(Cl)c3)o2)CC(c2cccnc2)=NO1 (stereo unspecified),.,1.4%
O=C1CC(NCc2ccco2)C(=O)N1CCc1ccccc1 (stereo unspecified),7,-0.8%
CN(C)S(=O)(=O)c1ccc(N2CCCC2=O)c([N+](=O)[O-])c1,-6,3.8%
Cc1cccc(C)c1NC(=S)N(CCN(C)C)C(C)c1ccccn1 (stereo unspecified),-8,4.9%
O=C(Nc1nccs1)c1cc2c(s1)CCCCC2,5,0.1%
Cc1nc(C)c(C(=O)N2CCCC(CCC(=O)NCc3ccc(F)c(F)c3)C2)s1 (stereo unspecified),-6,0.7%
Cc1cc(C)nc(N/N=C/c2cn[nH]c2-c2ccccc2)n1,5,1.5%
Cc1ccc(C(=O)Nc2nc(COc3ccccc3)cs2)s1,16,6.9%
Cc1nnc(N(Cc2ccco2)C(=O)c2ccc(C#N)cc2)s1,-14,-2.7%
[O-]/C(=C(\C(=S)Nc1cccc2ccccc12)[n+]1ccccc1)c1ccc(OC(F)F)cc1,8,1.5%
CCN(CC)c1ccc(C(=O)NNC(=O)CCl)cc1,-7,-3.1%
c1c2c(cc3sc(N4CCCCC4)nc13)OCCO2,4,3.3%
COc1cccc(N2CCN(C(=O)Nc3ccccc3Cl)CC2)c1,6,-2.4%
CCOC(=O)N1CCN(C(=O)c2ccc(N3C(=O)CCC3=O)cc2)CC1,12,-5.3%

More records follow.
Molecule,Mtb RmlCD inh,GlmU inhibition
CC1CN(c2ccccc2)NC1=O (stereo unspecified),-4,2.7%
O=C(Nc1nc(-c2cccnc2)cs1)c1ccccc1F,-2,-0.6%
CC(=O)NC(Nc1nc2c(s1)CCCC2)(C(F)(F)F)C(F)(F)F,.,1.8%
COc1ccc(C2(C(=O)Nc3ccc(C)cc3)CCOCC2)cc1,.,3.2%
COc1ccc(C(=O)C2CCCN(Cc3sc(N4CCCC4)nc3Cl)C2)c(OC)c1 (stereo unspecified),.,-0.1%
CCCN(CCC)c1nc(NC2CCN(C(=O)OCC)CC2)nc(OC)n1,.,-0.2%
CCOc1ccc(CC(=NCCc2ccccc2)C2=C(O)CC(C)(C)CC2=O)cc1OCC,.,-2.5%
COc1cccc(C2CC(=O)Nc3c2c(=O)[nH]c2ncnn32)c1 (stereo unspecified),-10,1.9%

Already shown: six of the compounds above.
Molecule,Mtb RmlCD inh,GlmU inhibition
CC1CN(c2ccccc2)NC1=O (stereo unspecified),-4,2.7%
O=C(Nc1nc(-c2cccnc2)cs1)c1ccccc1F,-2,-0.6%
CC(=O)NC(Nc1nc2c(s1)CCCC2)(C(F)(F)F)C(F)(F)F,.,1.8%
COc1ccc(C2(C(=O)Nc3ccc(C)cc3)CCOCC2)cc1,.,3.2%
COc1ccc(C(=O)C2CCCN(Cc3sc(N4CCCC4)nc3Cl)C2)c(OC)c1 (stereo unspecified),.,-0.1%
CCCN(CCC)c1nc(NC2CCN(C(=O)OCC)CC2)nc(OC)n1,.,-0.2%

The list continues:
Molecule,Mtb RmlCD inh,GlmU inhibition
Cc1cc(C)cc(OCC(=O)N2N=C(C(F)(F)F)CC2(O)C(C)(C)C)c1 (stereo unspecified),5,1.9%
CCOC(=O)/C(C#N)=C\c1cc(OC)c(OC)cc1[N+](=O)[O-],-12,1.7%
CCOc1ccc(-c2nnc(-c3ccc(OC)cc3)o2)cc1,.,-3.6%
O=C1c2ccccc2C(=O)N1/N=C/c1ccc(Oc2ccc([N+](=O)[O-])cn2)cc1,-4,4.8%
CCCC(=O)O[C@]1(C(=O)CO)CC[C@H]2[C@@H]3CCC4=CC(=O)CC[C@]4(C)[C@H]3[C@@H](O)C[C@@]21C,.,-1.0%
COc1ccccc1NC1=NC(C)(C)N=C(N)N1,2,-2.8%
CCOc1cc(C(=O)Nc2ccc(S(=O)(=O)NC3=NCCCCC3)cc2)cc(OCC)c1OCC,35,-0.7%
Cc1cccc(C(=O)N2CCC(=O)N(C(COCc3ccc(Cl)cc3)Cc3ccccc3)CC2)c1 (stereo unspecified),.,-0.5%
CC(=O)c1cccc(S(=O)(=O)NCC(c2ccco2)N2CCCCC2)c1 (stereo unspecified),3,-1.1%
CC(C)Oc1ccc(CCN=C(N)N=C(N)N)cc1Cl,4,-6.7%
Cc1cc(C)n(-c2ccc(C(F)(F)F)cc2[N+](=O)[O-])n1,0,.
COc1ccc(S(=O)(=O)N2CCOCC2)cc1NC(=O)COc1ncnc2ccccc12,-8,3.1%
CCCCC(C)C(OC(=O)CC(CC(=O)O)C(=O)O)C(CC(C)CC(O)CCCCC(O)CC(O)C(C)N)OC(=O)CC(CC(=O)O)C(=O)O (stereo unspecified),6,-0.2%
O=C(C1=C[C@@H](c2csc3ccccc23)C[C@@H](OCCCCO)O1)N1CCN(Cc2ccc3c(c2)OCO3)CC1,.,5.0%
COc1ccc(C)cc1NC(=O)NCc1ccco1,-12,1.9%
Cc1cccc2sc(NC(=O)CSc3nc4ccccc4o3)nc12,7,1.7%
Cc1[nH]c2ccccc2c1N=Nc1cc(C(=O)O)cc(C(=O)O)c1,-7,6.5%
COCCNC(=O)c1cc(C)ccc1C,-11,1.7%
COC(=O)c1cccc(OCC(O)Cn2ccnc2)c1 (stereo unspecified),.,1.6%
O=C(NNC(=O)c1ccccc1[N+](=O)[O-])c1cccs1,4,1.9%
CN(C)CCCN1C(=O)c2cccc3c([N+](=O)[O-])ccc(c23)C1=O,3,0.4%
COCCNC(=S)c1ccc(OC)cc1,.,4.6%
COc1cc(/C=C(\C#N)C(=O)Nc2ccc(SC(F)F)cc2)cc(OC)c1OC,.,0.9%
C1CNC2NCCNC2N1 (stereo unspecified),7,4.1%
Clc1ccc(-c2nnc(COc3ncnc4sccc34)o2)cc1,3,9.2%
O=C(/C=C/c1cn(CC(O)CN2CCCCCC2)c2ccccc12)c1cccs1 (stereo unspecified),4,-5.9%
Cc1ccc(CSCC(=O)NCc2ccc3c(c2)OCO3)cc1,.,1.4%
CC1CCc2c(sc3nc(CSc4n[nH]c(N)n4)[nH]c(=O)c23)C1 (stereo unspecified),7,-1.2%
O=C(Nc1nnc(-c2ccccc2)o1)c1ccc(Cl)cc1,-1,0.0%
CCCCn1c(SCC(=O)Nc2nc(C)cs2)nnc1-c1cccnc1,.,-8.8%
CC(Sc1nnc(-c2cc3ccccc3o2)n1-c1ccccc1)C(=O)O (stereo unspecified),0,-3.4%
O=C(NC(=S)Nc1ccc(S(=O)(=O)N2CCCC2)cc1)C1CC1,59,3.8%
CCN(CC)S(=O)(=O)c1ccc(C)c(NC(=S)N2CCN(C/C=C/c3ccccc3)CC2)c1,-11,-1.9%
CN(C)C(CNC(=O)c1cccnc1Sc1ccccc1)c1ccco1 (stereo unspecified),-5,5.8%
Cc1cc(=O)[nH]c(N/N=C/c2cccc([N+](=O)[O-])c2)n1,24,-1.7%
CC1CC(C)CN(C(=O)c2cccc3c2-c2ccccc2C3=O)C1 (stereo unspecified),.,3.0%
CN(C(=S)Nc1ccc(F)cc1)C1(c2ccccc2Cl)CCCCC1=O (stereo unspecified),13,4.9%
COc1ccc(CC(=O)Nc2ccc3c(c2)CCC3)cc1OC,.,0.6%
O=C(CCCCCn1c(=O)[nH]c2ccsc2c1=O)NCc1ccc2c(c1)OCO2,11,2.6%
CC(C)NCCOCCOc1ccccc1F,8,.
CC1C(C#N)=C(SCC(N)=O)NC2=C1C(=O)CC(C)(C)C2 (stereo unspecified),4,1.9%
CCOc1cc(C2C(C#N)=C(N)Oc3c2c(=O)oc2ccccc32)ccc1OC(=O)c1cccs1 (stereo unspecified),-1,-1.3%
C/C(CCC1CC(C)(C)OC1=O)=N\NC(N)=S (stereo unspecified),-5,3.3%
CCONC(=NC)c1nonc1N,7,0.7%
Cc1cc(C)n2nc(SCc3cc(=O)oc4ccc5ccccc5c34)nc2n1,14,.
Cc1onc(-c2c(F)cccc2Cl)c1C(=O)N1C=CC(C(F)(F)F)=NCC1,.,0.9%
O=C(Cn1nc(-c2cccc(Cl)c2)ccc1=O)Nc1ccccc1Br,-8,-0.8%
C=CCNc1oc(/C=C/c2ccccc2)nc1C#N,13,-2.5%
CC(C)(C)NC(=O)COC(=O)c1cc(S(=O)(=O)N2CCCCC2)ccc1N1CCOCC1,6,-0.3%
Cc1cc(C(C)c2ccccc2)c(O)c(CN2CCOCC2)c1C (stereo unspecified),.,-0.5%
COc1ccc(CNC(=O)c2ccc(C)o2)cc1,.,0.3%

Source: PubChem BioAssay
